# Assay outcomes deposited in PubChem by National Center for Advancing Translational Sciences (NCATS).
# FUS suppressor: suppressors of FUS proteinopathy in yeast; 390,000 compounds, 0.24% hits; Potency, µM (titrated, usually from 76.6 µM), for the others: top-dose growth rescue (activation), most hits filed as activators; S. cerevisiae FUS-expressing, growth rescue, OD600, 24 h;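 note: potency is the fitted concentration of half-maximal effect; plate controls were DMSO vehicle for no effect and reference control for full effect; nearly all actives have a fitted effect of over 55% in size; some results filed as inactive show a strong effect at the top dose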
#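 FUS-expressing yeast, raffinose-pregrown, induced in 2% galactose minimal medium at OD 0.005; compounds in a dilution series, 24hr at 30C. Growth restoration read as absorbance at 600 nm. CP55940 positive control, DMSO negative.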
# EPAC2 agonist: EPAC2 (human) agonism. Q8WZA2. EPAC2 activation, biochemical qHTS; response scale: 100% = 6.5 mM cAMP response. Potency, µM (series often up to 154 µM), without a hit: top-dose activation, actives largely listed as activators. 360,000 compounds, 0.079% hits. AID 720711; note: potency is the fitted concentration of half-maximal effect; nearly all actives have a fitted effect of over 50% in size
# Target sequence (Q8WZA2 whole entry, looked up): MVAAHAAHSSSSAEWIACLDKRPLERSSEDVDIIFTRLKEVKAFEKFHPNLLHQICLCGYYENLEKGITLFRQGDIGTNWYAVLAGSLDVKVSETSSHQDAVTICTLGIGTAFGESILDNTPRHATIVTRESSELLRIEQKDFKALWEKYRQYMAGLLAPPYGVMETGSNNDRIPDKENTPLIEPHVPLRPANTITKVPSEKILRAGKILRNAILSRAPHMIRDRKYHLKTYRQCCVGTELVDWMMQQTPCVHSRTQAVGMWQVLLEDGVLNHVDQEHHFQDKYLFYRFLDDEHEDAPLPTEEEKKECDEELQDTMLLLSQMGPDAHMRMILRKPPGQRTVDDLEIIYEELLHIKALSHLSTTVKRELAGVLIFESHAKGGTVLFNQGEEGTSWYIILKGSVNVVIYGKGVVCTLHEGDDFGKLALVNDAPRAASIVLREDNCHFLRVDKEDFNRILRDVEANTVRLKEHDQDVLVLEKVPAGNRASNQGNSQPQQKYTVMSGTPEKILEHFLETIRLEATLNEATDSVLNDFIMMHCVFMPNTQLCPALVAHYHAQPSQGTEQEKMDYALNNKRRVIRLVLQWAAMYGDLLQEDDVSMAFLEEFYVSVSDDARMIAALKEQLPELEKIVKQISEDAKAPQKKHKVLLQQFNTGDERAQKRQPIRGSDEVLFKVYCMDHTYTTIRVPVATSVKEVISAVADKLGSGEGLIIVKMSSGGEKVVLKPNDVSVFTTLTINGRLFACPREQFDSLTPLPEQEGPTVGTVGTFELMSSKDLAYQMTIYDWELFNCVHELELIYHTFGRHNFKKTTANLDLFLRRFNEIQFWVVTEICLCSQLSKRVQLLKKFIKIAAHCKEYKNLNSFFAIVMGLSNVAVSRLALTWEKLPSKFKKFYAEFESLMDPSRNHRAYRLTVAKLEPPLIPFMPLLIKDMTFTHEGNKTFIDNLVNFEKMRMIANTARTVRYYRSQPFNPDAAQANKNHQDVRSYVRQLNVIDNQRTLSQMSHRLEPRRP
#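 Each well held 100 nM EPAC2, 250 nM RAP1B-BODIPY-GDP and 50 uM GDP. Fluorescence, read at 5-min intervals to 30 min, was referenced to a 6.5 mM cAMP positive control.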
# Abeta yeast res: A-beta toxicity reversal in yeast; yeast expressing A-beta42, growth rescue, OD600, 48 h; response scale: 0% DMSO, 100% iron-clioquinol control; Potency, µM (series often up to 46.1 µM), for the others: at the highest dose growth rescue, hits mostly activators; 410,000 compounds, 0.063% hits; note: potency is the fitted concentration of half-maximal effect; nearly all actives have a fitted effect of over 55% in size
#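 Yeast A-beta toxicity model in growth medium with pinned compounds, 48 h at 30 C; growth read as absorbance at 600 nm. Normalized to FeCl3/clioquinol equimolar mix (positive) and DMSO (negative).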
# D3 ag: agonists of human D3 dopamine receptor; P35462; D3R DiscoveRx beta-arrestin cells, luminescence, 90 min; max activation, %; 410,000 compounds, 0.58% hits; in the data active = max activation above about 30%; note: 0% is about no effect; mostly tested at two doses, the higher about 12 µM
#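 Agonist mode: compounds and dopamine controls were applied to plated cells for 90 min at 37 degrees C after an overnight attachment at 1500 cells/well. Luminescent read-out followed 30 - 60 minutes at room temperature with DiscoveRx detection reagent.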
# EPAC2 antag: EPAC2 (human) antagonism. Q8WZA2. EPAC2 GEF exchange of Rap1B-BODIPY-GDP, fluorescence. Potency, µM (series often up to 114 µM), without a hit: at the highest dose activity, negative = inhibition, actives largely listed as inhibitors. 360,000 compounds, 0.18% hits. AID 720708; note: potency is the fitted concentration of half-maximal effect; % is set by controls: 0 for no effect and ±100 for the full control effect; nearly all actives have a fitted effect of over 45% in size; many of its hits are not listed in these tables
# aSyn yeast inh: inhibitors of alpha-synuclein toxicity in yeast | AID 652106 | 370,000 compounds, 0.14% hits | Potency, µM (titrated, usually from 46.1 µM), for inactives: at the highest dose growth rescue (activation), most hits filed as activators | Yeast expressing alpha-synuclein, growth rescue, BacTiter-Glo, 24 h; note: potency is the fitted concentration of half-maximal effect; % of control where 0% means no effect; nearly all actives have a fitted effect of over 65% in size
#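 Readout is rescue of growth in alpha-synuclein-expressing yeast, so inhibitors of toxicity appear as activators. Growth after 24 hr at 30 deg C in galactose medium is quantified by luminescence.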
# D3 antag: blocks the human D3 dopamine receptor; 360,000 compounds, 2.5% hits; D3R cells, DiscoveRx beta-arrestin luminescence, antagonist mode; stronger effect = lower value; max response, negative = inhibition, %; P35462; in the data active = max response below about -50%; inconclusive = no clear call, values can overlap the other calls; note: % is set by controls: 0 for no effect and ±100 for the full control effect; mostly tested at two doses, the higher about 12 µM
#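 Cells plated overnight at 1500 cells/well, then exposed to library compounds with dopamine controls for 90 minutes at 37 degrees C. DiscoveRx reagent added for 30–60 minutes at room temperature; luminescence read, quantitative HTS format.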
# TDP-43 yeast inh: TDP-43 toxicity inhibition in yeast; Potency, µM (doses to about 46.1 µM), inactives show at the highest dose growth rescue (activation), actives largely listed as activators; TDP-43 expressing yeast growth rescue, BacTiter-Glo, 24 h; 410,000 compounds, 1.8% hits; note: potency is the fitted concentration of half-maximal effect; % of control where 0% means no effect; nearly all actives have a fitted effect of over 50% in size
#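 Yeast cells expressing TDP-43 under galactose induction are exposed to compounds for 24 hr at 30 deg C. BacTiter-Glo luminescence measures growth, so protective compounds score as activators.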
# * hit, by the source's call; ? = inconclusive; nt = not tested or not shown; [ ] = remark or other dose. Unless noted, calls come from the whole dose curve; as a rule, active = well fitted curve in the direction sought with a large enough effect; inconclusive = small, poorly fitted or top-dose-only effect, or another doubt; inactive = no such curve, though single readings can be large; an effect the other way counts as inactive or inconclusive.
SMILES,FUS suppressor,EPAC2 agonist,Abeta yeast res,D3 ag,EPAC2 antag,aSyn yeast inh,D3 antag,TDP-43 yeast inh
Cc1ccc(S(=O)(=O)N2CCC(C(=O)NCCCOC(C)C)CC2)cc1,-1.6%,2.6%,8.4%,-11.8,6.1%,-0.8%,-19.5,-21.7%
Cc1ccc(C2(C)NC(=O)N(CC(=O)Nc3ccc4[nH]c(=O)[nH]c4c3)C2=O)cc1 (stereo unspecified),31.2%,6.6%,12.8%,-2.5,-6.9%,-1.2%,-16.6,4.7%
CCOC(=O)CN(C(=O)COc1ccc2c(C)cc(=O)oc2c1)c1ccc(OCC)cc1,-3.2%,9.4%,-1.6%,4.9,0.2%,9.7%,4.3,-8.3%[9.22 µM]
O=C(Nc1ccc(Cl)c(NC(=O)c2cccs2)c1)c1ccco1,-5.6%,11.0%,-26.0%,-7.8,1.4%,-5.9%,-25.6,-4.7%
O=C(Nc1cc(C(F)(F)F)ccc1F)C1CCCCC1,16.2%,-4.5%,5.9%,-7.3,-4.2%,-12.7%,-21.9,-12.7%
CN1CCN(CC#Cc2ccccc2)CC1CCO (stereo unspecified),4.1%,5.1%,6.7%,-4.6,-2.1%,-5.2%,10.7,4.5%
CC1Cn2c(C(=O)NCCc3ccc(Cl)cc3)cc3cccc(c32)S1 (stereo unspecified),-6.9%,nt,23.9%,6.5,nt,nt,nt,8.4%
CCOc1ccc(S(=O)(=O)N=C(c2ccccc2)N2CCOCC2)cc1,1.4%,3.7%,-5.3%,-9.2,1.0%,-10.2%,5.9,7.4%
COc1cc(OC)c(OC)cc1CN1CCc2nc(N3CCN(C)CC3)ncc2C1,-6.7%,nt,4.4%,-8.7,nt,nt,nt,26.5%
CC(OC(=O)C1CCN(S(=O)(=O)c2ccccc2)CC1)C(=O)Nc1ncc(Cl)cc1Cl (stereo unspecified),15.9%,-1.6%,13.8%,0.7,8.3%,1.0%,13.3,12.0%
COc1ccc(-c2nc(CS(=O)CC(=O)NCc3ccc(F)cc3)c(C)o2)cc1 (stereo unspecified),11.4%,5.8%,4.3%,-10.5,-7.8%,3.0%,-18.8,-17.8%
N#Cc1cc([N+](=O)[O-])ccc1NCCN1CCOCC1,6.7%,1.5%,5.0%,2.6,-3.1%,-5.3%,-13.8,-0.1%
O=C(Nc1cc(Br)c(O)c(Br)c1)c1cccc(NC(=O)c2ccco2)c1,-17.8%,16.7%,-1.9%,1.3,24.4%,-8.8%,12.7,11.5%
COc1ccc(C2c3cc(OC)c(OC)cc3CC(=O)N2c2ccc(C)cc2)cc1 (stereo unspecified),?,nt,-20.3%,-0.4,nt,nt,nt,12.8%
COc1cccc(CNCc2c(C(=O)O)c(C)n(Cc3ccc(F)cc3Cl)c2C)c1OC,27.7%,nt,-0.2%,-7.2,nt,nt,nt,-24.7%
Nc1cc(C(=O)OCC(=O)N2CCN(C(=O)COC(=O)c3ccc(Cl)c(N)c3)CC2)ccc1Cl,-4.9%,3.5%,-3.4%,4.4,16.5%,-1.8%,9.8,5.1%
CCOC(=O)c1cccc(COC(=O)c2cccc(-c3nnc(-c4ccccc4)o3)c2)c1,nt,6.0%,-7.9%,25.1,4.9%,14.5%,104.0,-24.3%
CN(C(=O)COC(=O)CNC(=O)C12CC3CC(CC(C3)C1)C2)C1CCS(=O)(=O)C1 (stereo unspecified),nt,10.9%,-5.8%,4.2,-1.4%,-4.8%,0.0,-10.9%
Cc1nnc(SCC(=O)Nc2cc(S(=O)(=O)N3CCOCC3)ccc2N2CCCC2)s1,15.0%,3.8%,1.7%,11.9,0.4%,1.6%[1.84 µM],20.1,13.8%
Cc1ccc(C(=O)NCC(=O)Nc2ccncc2)s1,13.5%,7.7%,1.3%,-7.2,5.9%,-2.4%,-4.3,2.5%
Nc1ccc(Cl)cc1C(=O)OCC(=O)NC1CCS(=O)(=O)C1 (stereo unspecified),9.1%,-0.2%,-1.0%,4.2,0.2%,1.7%,1.8,-18.2%
O=[N+]([O-])c1ccccc1-c1cc(-c2ccccc2O)n[nH]1,nt,14.9%,-10.1%,-5.0,-11.5%,-4.6%,13.4,?
CC(=NNC(=S)Nc1ccccc1Cl)c1ccccn1,nt,10.4%,-71.3%[inhibitor],1.9,-2.6%,2.6%,20.1,?
O=C(CN1C(=O)CSc2ccc(S(=O)(=O)N3CCCC3)cc21)NCc1ccccc1Cl,12.7%,nt,-0.4%,-6.1,nt,nt,nt,14.3%
CC(C)c1ncc(S(=O)(=O)c2ccc(C(F)(F)F)cn2)c(N)n1,-8.1%,0.4%,2.9%,2.9,0.6%,3.2%,-5.0,7.5%
Cc1c(C(=O)N(Cc2ccccc2)Cc2cccnc2)cnn1-c1ccc(F)cc1,-3.8%,6.1%,18.9%,17.5,0.1%,-2.0%,12.6,7.8%
Cc1ccccc1-c1cc2nc(NCCN3CCNC3=O)n(C)c(=O)c2s1,-10.8%,3.0%,-13.1%,-6.0,?,0.0%,-26.3,-23.4%
Cn1nc(-c2ccccc2)cc1NC(=O)Nc1ccc(F)cc1,14.9%,-4.9%,6.2%,-4.7,4.9%,2.1%,10.5,-19.3%
C=CCn1c(/N=C/c2ccc3c(c2)OCO3)nc2ccccc21,-13.2%,17.8%,4.3%,1.2,-5.4%,-9.3%,4.9,-8.7%
CC1=C(C(=O)N2CCCCCC2)CC(CC(=O)NC2CCCCC2)C(=O)N1CCC1=CCCCC1 (stereo unspecified),42.7%,3.3%,-7.2%,-11.7,-4.3%,-3.9%,-2.2,5.8%
Cc1ccc2c(=O)cc(C(=O)Nc3sc4c(c3C(=O)NCc3cccnc3)CCCC4)oc2c1C,-18.7%,nt,-12.5%,-10.2,nt,nt,nt,-8.4%
Cc1ccc(OCC(=O)Nc2c(Cl)ccc3nsnc23)cc1C,-22.3%,nt,-15.2%,2.6,nt,12.5%,nt,?
Cc1ccccc1NC(=O)C1CCCN(C(=O)NCc2ccccc2)C1 (stereo unspecified),-8.9%,6.9%,3.5%,18.9,2.8%,-1.0%,24.4,12.7%
Cc1ccc(NN2C(=O)C=C(c3ccccc3)C2=O)cc1,7.0%,15.2%,-92.1%[inhibitor],-3.7,-4.7%,-57.1%[inhibitor],-28.5,-92.9%[inhibitor]
Cc1cccc(/C=N/NC(=O)C[n+]2ccccc2)c1,11.8%,-0.9%,8.9%,-7.0,3.1%,1.7%,13.8,0.1%
COCCNC(=O)C1CCCN(C(=O)c2sccc2C)CC1 (stereo unspecified),-16.8%,6.8%,-10.8%,-6.7,21.9%,-3.3%,-18.0,21.4%
CC1=C(C(=O)Nc2cccnc2)C(c2ccccc2)n2nc(-c3ccc(O)cc3)nc2N1 (stereo unspecified),-16.6%,nt,-14.1%,-1.6,nt,nt,nt,?
Nc1c(-c2ccccc2)cnn1-c1ccccc1,-28.5%,17.3%,-9.1%,-4.8,-7.1%,-7.0%,-28.4,?
Cc1cc2cc(C)c(NCCNC(=O)c3ccccc3)nc2cc1C,-2.9%,-1.2%,-28.5%,-0.6,10.0%,2.1%,54.3,3.2%
Cc1sc2ncnc(N3CCC(C(=O)Nc4nnc(CC(C)C)s4)CC3)c2c1C,-5.4%,-10.4%,6.9%,-12.1,12.4%,-0.5%,15.4,7.7%
COc1ccccc1OCC(=O)OCC(=O)Nc1sccc1C(N)=O,17.1%,7.3%,-11.1%,-9.1,-3.0%,3.0%,-5.4,-7.8%
O=C(CSc1nnc(-c2ccc(Br)cc2)n1CCc1ccccc1)NC1CCS(=O)(=O)C1 (stereo unspecified),27.8%,1.6%,-12.1%,-6.3,-7.6%,1.4%,-8.5,-11.3%
COc1cc(C(=O)NCCCNc2nc3cc(C)cc(C)c3cc2C#N)cc(OC)c1OC,35.7%,3.6%,4.2%,-2.8,-1.5%,-0.4%,16.9,10.2%
O=C(N1CCN(c2ncccn2)CC1)C12CC3CC(CC(C3)C1)C2,23.4%,4.8%,-5.6%,-1.1,-13.8%,17.1%,6.1,-11.4%
Cc1cc(C)cc(OCC(=O)OCCN2C(=O)c3ccccc3C2=O)c1,3.5%,14.1%,0.7%,-5.1,-10.9%,12.3%,-24.7,-13.7%
CCC1COCCS(=O)(=O)N1Cc1cccc(Cl)c1 (stereo unspecified),-5.4%,8.1%,1.7%,9.3,-15.7%,4.5%,6.5,?
Cc1ccc(CSCc2ccc(C(=O)NCCc3ccc(Cl)cc3)o2)cc1,26.1%,nt,3.3%,-0.6,nt,nt,nt,-8.3%
N#CC1=C(N)OC2=C(C(=O)CC(c3ccccc3)C2)C1c1ccoc1 (stereo unspecified),34.9%,6.3%,10.7%,-0.6,8.1%,1.3%,0.4,-14.3%
Cc1ccc(-c2cc(-c3coc4ccccc4c3=O)c3c(n2)-c2cc(Cl)ccc2OC3)cc1,22.8%,nt,-12.2%,-8.2,nt,nt,nt,16.1%
COc1ccc(-c2noc(CN(C)S(=O)(=O)c3ccc(C)cc3)n2)cc1,5.0%,18.0%,-10.0%,-8.1,-4.0%,20.3%,24.1,?
Cc1cc(NCc2ccc(F)cc2Cl)n2nnnc2n1,-4.4%,-4.1%,15.1%,4.6,0.2%,1.2%,1.0,9.6%
Cc1ccc(-c2nc(C)sc2CC(=O)OCC(=O)Nc2cccc([N+](=O)[O-])c2)cc1,nt,23.4%,2.2%,-6.4,-5.1%,-0.4%,0.0,-1.0%
CCC(C(=O)NC1CCCCC1)n1nc(C)c2c(C)n(-c3ccccc3)nc2c1=O (stereo unspecified),14.3%,-1.8%,7.9%,-3.7,-2.4%,0.9%,6.2,1.2%
Cc1cc(C(=O)NNC(=O)c2c(-c3c(Cl)cccc3Cl)noc2C)no1,10.1%,0.5%,2.1%,4.9,3.1%,9.6%,-2.8,7.8%
CCC(=O)n1nc(-c2ccco2)nc1N,nt,2.5%,-5.6%,0.2,15.2%,0.0%,14.9,-3.4%

# Gathered by group, those above containing an aryl thioether with sulfur outside any ring
SMILES,FUS suppressor,EPAC2 agonist,Abeta yeast res,D3 ag,EPAC2 antag,aSyn yeast inh,D3 antag,TDP-43 yeast inh
Cc1nnc(SCC(=O)Nc2cc(S(=O)(=O)N3CCOCC3)ccc2N2CCCC2)s1,15.0%,3.8%,1.7%,11.9,0.4%,1.6%[1.84 µM],20.1,13.8%
O=C(CSc1nnc(-c2ccc(Br)cc2)n1CCc1ccccc1)NC1CCS(=O)(=O)C1 (stereo unspecified),27.8%,1.6%,-12.1%,-6.3,-7.6%,1.4%,-8.5,-11.3%

# Not all compounds are listed. The share of hits here may be higher or lower than overall.
